From PubChem BioAssay
EphB4 ephrin blk = EphB4-ephrin-B2 interaction antagonism. P54760. EphB4 LBD / TNYL-RAW-Alexa532 peptide, fluorescence polarization. inhibition, % at 7 µM. AID 720. actives 0.15% (n = 97,000);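 active = inhibition above the screen-wide mean inhibition plus 3 SD, cut at about 15% in these data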;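 also: 0% = DMSO wells and 100% = excess unlabeled TNYL-RAW peptide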
Plk1 PBD FP = Plk1 (human) PBD binding inhibition | P53350 | Plk1 PBD phosphopeptide binding, fluorescence polarization | inhibition, %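 (tested at about 20 µM)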 | actives 0.13% (n = 97,000) | AID 693; in the data active = inhibition above about 34%, passing the limit was not always enough
Pyk2 oligo antag = antagonists of human Pyk2 oligomerization | Q14289 | AID 1347419 | actives 0.83% (n = 99,000) | Q293 cells, Pyk2 FERM NanoBiT luminescence; stronger effect = lower value | z-score (the deposit names both 25 µM and 10 µM);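 active = Z-score of -3 or lower, scaled per plate to the spread of control and sample wells; inactive = z-score above -3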;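 also: negative z-score means lost luminescence so less FERM oligomerization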
cytoskel mod = modifiers of cytoskeleton assembly | HUVEC TNFa F-actin phalloidin imaging, high content | inhibition, % at 2 µM | actives 0.18% (n = 91,000);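 active = inhibition above the batch mean plus 3 SD and confirmed as a hit by visual image inspection, cut at about 30% in these data, passing the limit was not always enough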; also: strong numbers were not always called active
PLK1 kinase inh = PLK1 (human) kinase inhibition; inhibition, % at 10 µM; AID 619; recombinant PLK1 kinase, TR-FRET peptide phosphorylation; actives 0.53% (n = 97,000); P53350;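 active = inhibition of 50% or more in the single-concentration screen; inactive = inhibition below 50%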;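 also: 0% = DMSO max control and 100% = H-89 dihydrochloride min control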
PTPN22 act = LYP (human) phosphatase activation; Q9Y2R2; recombinant LYP, DiFMUP fluorescence; 0 = plate median, 100 = signal doubled; activation, % at 2 µM; actives 0.11% (n = 96,000); AID 697;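 active = activation at 2 µM above a set limit, the mean plus 5 SD, cut at about 37% in these data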
FAK blocker = inhibitors of human focal adhesion kinase. biochemical FAK kinase activity assay. inhibition, %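 (tested at 7 µM)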. actives 0.84% (n = 97,000). AID 727. Q05397; in the data active = inhibition above about 19%;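 also: 0% = DMSO and 100% = reference compound high control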
Target sequence (Q05397 whole entry, looked up): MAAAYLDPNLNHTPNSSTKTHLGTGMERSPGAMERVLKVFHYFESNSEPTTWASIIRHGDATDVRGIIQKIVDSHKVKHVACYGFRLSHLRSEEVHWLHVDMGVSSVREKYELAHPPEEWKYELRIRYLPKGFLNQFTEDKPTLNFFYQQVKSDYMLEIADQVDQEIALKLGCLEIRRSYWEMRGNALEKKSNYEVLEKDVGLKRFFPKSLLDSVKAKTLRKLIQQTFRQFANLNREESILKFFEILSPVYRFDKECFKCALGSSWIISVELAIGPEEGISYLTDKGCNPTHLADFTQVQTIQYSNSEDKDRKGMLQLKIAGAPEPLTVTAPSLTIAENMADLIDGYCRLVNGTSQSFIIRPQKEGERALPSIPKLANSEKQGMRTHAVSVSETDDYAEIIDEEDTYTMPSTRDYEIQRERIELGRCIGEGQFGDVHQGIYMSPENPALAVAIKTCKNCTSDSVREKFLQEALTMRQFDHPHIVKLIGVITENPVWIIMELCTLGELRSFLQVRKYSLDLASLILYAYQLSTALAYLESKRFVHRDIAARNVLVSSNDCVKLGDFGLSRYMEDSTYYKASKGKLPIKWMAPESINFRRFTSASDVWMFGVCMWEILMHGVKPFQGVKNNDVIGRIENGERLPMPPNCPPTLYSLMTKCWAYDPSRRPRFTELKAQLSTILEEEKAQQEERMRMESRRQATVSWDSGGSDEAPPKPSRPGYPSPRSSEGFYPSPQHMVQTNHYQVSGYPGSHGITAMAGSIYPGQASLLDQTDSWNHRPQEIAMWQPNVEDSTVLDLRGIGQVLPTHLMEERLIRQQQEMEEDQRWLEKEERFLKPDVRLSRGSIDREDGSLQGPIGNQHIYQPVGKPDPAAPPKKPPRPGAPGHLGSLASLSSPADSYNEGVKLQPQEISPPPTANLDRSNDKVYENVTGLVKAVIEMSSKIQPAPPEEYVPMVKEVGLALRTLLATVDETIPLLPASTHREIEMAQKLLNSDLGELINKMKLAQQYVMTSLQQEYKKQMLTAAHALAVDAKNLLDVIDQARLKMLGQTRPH
Rev-RRE block = inhibitors of HIV-1 Rev-RRE RNA interaction. Rev peptide-RRE RNA binding, FRET. inhibition, % at 8 µM. actives 0.79% (n = 97,000). AID 704;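 active = inhibition above the screen-wide mean plus 3 SD, cut at about 35% in these data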;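 also: 0% = median DMSO wells and 100% = median Neomycin B control wells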
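System: Cy5-labelled duplex RRE RNA binding fluorescein-labelled HIV Rev peptide; Signal: fluorescein-to-Cy5 FRET, 480 nm excitation; Also added: labelled Rev peptide; Compound: one concentration, 8 µM nominal; Buffer or medium: HEPES pH 7.5 salt buffer with EDTA; Read-out: % inhibition of FRET ratio versus controls; Schedule: 5 min preincubation and 15 min binding, 25 °C.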
LYP inh 2 = inhibitors of human LYP (PTPN22) phosphatase | inhibition, % at 2 µM | AID 640 | recombinant LYP catalytic domain, DiFMUP fluorescence | actives 0.21% (n = 96,000) | Q9Y2R2;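 active = inhibition at 2 µM at or above a set limit, the screen mean plus 3 SD, cut at about 24% in these data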;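 also: 0% = DMSO with enzyme and 100% = enzyme fully blocked by orthovanadate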
An asterisk follows results filed as active; . = no result given.

SMILES	EphB4 ephrin blk	Plk1 PBD FP	Pyk2 oligo antag	cytoskel mod	PLK1 kinase inh	PTPN22 act	FAK blocker	Rev-RRE block	LYP inh 2
CCOc1ccccc1NC(=O)CN(c1ccc(C)cc1)S(=O)(=O)c1c(C)noc1C	-6	6	-1.8	-15	-19	-24	4	8	27*
COc1ccccc1Nc1nc(-c2ccc([N+](=O)[O-])cc2)nc2ccccc12	-7	11	0.36	.	-5	14	-3	1	-8
O=C(NCc1ccco1)C1(c2ccccc2)CCCC1	10	8	1.5	4	1	8	-1	4	-4
CCC(CC)C1C(C#N)=C(N)Oc2n[nH]c(C)c21 (stereo not given)	3	-2	0.11	4	-9	2	0	8	-1
CC(C)(C)NCC1(CO)SC(N)=NC1=O (stereo not given)	4	-7	0.56	10	-6	-12	-2	5	13
O/N=C(\Cc1cscn1)c1ccc(O)cc1O	-8	3	0.83	-8	-7	-5	2	5	4
CSc1cccc(NC(=O)CN(c2cc(C)ccc2C)S(C)(=O)=O)c1	-10	23	-1.1	-5	-2	24	3	10	-23
CCOC(=O)c1c(C)[nH]c(C(=O)OCC(=O)Nc2ccc(OCC)cc2)c1C	-3	11	-0.04	20	-8	-12	0	3	14
CCCc1ccc(OCc2ccc(C(=O)O)o2)c(OC)c1	6	9	2.1	-49	-6	2	6	6	-2
COc1ccc(OC)c(NC(=O)c2ccccc2NS(=O)(=O)c2cccc3cccnc23)c1	3	8	-0.36	-16	-11	8	-2	6	-4
C=CCN1C(=O)C(Cc2ccc(F)cc2)S/C1=N/N=C/c1cccs1 (stereo not given)	1	-11	0.91	17	-4	9	-5	10	-5
COc1ccc(N2C(=O)c3ccc(C(=O)OC(C)C)cc3C2=O)cc1	0	18	0.33	-6	-6	6	-1	2	-7
Cc1c(C)[n+](=O)c(-c2ccco2)c(C)n1[O-]	4	-5	0.17	41	-5	-5	-4	7	2
O=C(CCc1ccc(S(=O)(=O)NC2CCCCC2)cc1)NCc1ccc(Cl)cc1	0	1	0.2	-4	-15	-10	-1	13	8
CCOC(=O)C1=NNC(C(=O)c2ccccc2)C1c1ccc(OC)cc1 (stereo not given)	-5	-14	-2.3	-9	-2	3	-2	3	-6
Cc1ccc(-c2nnn(CC(=O)NC3CC4CCC3C4)n2)cc1 (stereo not given)	9	11	2.8	5	-2	-1	-6	12	4
Cc1cccc(C)c1NC(=O)CS(=O)CC(=O)Nc1ccc(F)cc1F (stereo not given)	0	28	0.22	-15	-6	-10	-6	5	11
Cc1nc(NCC2CCCO2)[nH]c(=O)c1CCC(C)C (stereo not given)	-2	4	-0.47	.	-7	-9	-2	-3	10
COc1ccc(C(=O)Nc2cccc(-c3nnc(-c4ccco4)o3)c2)cc1	-8	28	-2.6	.	-3	6	1	11	-4
COc1ccc(Cc2nnc(SCc3nc4ccccc4c(=O)[nH]3)o2)cc1	-3	0	0.11	-9	-3	-3	1	-2	6
O=C(CSc1nnc(CNc2ccc(F)cc2)o1)N1c2ccccc2Sc2ccccc21	7	-22	-0.67	-7	-8	2	2	8	-5
CCN(CC)C(=O)CSc1nnc(-c2cc3ccccc3cc2O)n1CC	-2	-20	0.69	-6	-1	7	3	7	-8
COc1ccc(N2C(=O)CCC(C(=O)N3CCCCCC3)C2c2ccc(OC)c(OC)c2)cc1 (stereo not given)	-7	2	-0.61	6	0	2	0	3	-4
N#CCC(=O)Nc1sc2c(c1C(N)=O)CCCC2	-2	-19	.	.	70*	.	7	6	.
COc1cc2nc(SCc3ccc(Cl)cc3Cl)n(Cc3cccs3)c(=N)c2cc1OC	-2	-12	0.16	7	-6	9	-8	5	-6
Cc1ccccc1S(=O)(=O)NC1OC(=O)C(Cl)=C1Cl (stereo not given)	-5	-1	0.75	-16	5	2	-2	-2	-1
Cc1c(C(=O)N2CCc3ccccc3C2)sc2nc(-c3ccccc3)cn12	4	18	-0.29	1	-1	-10	1	2	11
Nc1nnc(-c2ccncc2)s1	3	24	2.2	11	19	5	5	10	-6
COc1ccc(N(CC(=O)N/N=C/c2ccc(-c3ccc([N+](=O)[O-])cc3)o2)S(=O)(=O)c2ccc(C)cc2)cc1Cl	1	35	0.68	-1	-10	-9	5	33	6
CCn1c(=O)c(C(=O)Nc2ccccc2C)c(O)c2ccccc21	1	-17	0.83	-6	-12	2	0	11	-3
CC(C)(C)OC(=O)N1CCCC1C(=O)NCCc1ccccc1 (stereo not given)	-3	20	0.06	9	-22	10	-3	3	-12
CSCC[C@H](NC(=O)NCc1cccs1)C(=O)O	-8	-3	0.01	-13	-3	5	-5	4	-6
CC(C)C(C(=O)NCc1ccco1)N(C(=O)CNS(=O)(=O)c1ccccc1)C1CCCC1 (stereo not given)	-6	18	1.5	4	-7	-6	2	1	8
CCOC(=O)c1c(C=O)c(C)n(Cc2ccc(Cl)cc2)c1C	4	1	-3.2*	-15	7	-4	1	20	4
Cc1cc(C)nc(N(C#N)S(=O)(=O)c2ccc(Br)cc2)n1	-2	-6	.	10	-15	-3	2	6	4
Cc1nnc(NC(=O)c2ccc(S(=O)(=O)N3CCCCCC3)cc2)o1	-3	-24	-0.54	15	-9	-8	3	2	6
CCCCN(C)C(=O)CCCCn1c(=O)[nH]c2cc(OCC)c(OCC)cc2c1=O	1	-18	1	-3	-12	-2	9	8	3
CSc1nc2ccc(Nc3nc(N4CCOCC4)nc(N4CCOCC4)n3)cc2s1	-2	-17	-3.4*	-1	-8	-2	-3	3	0
Cn1c(=O)c2c(nc(CN3CCN(C(=O)c4ccco4)CC3)n2Cc2ccc(Cl)cc2)n(C)c1=O	-2	-20	1.2	-11	-4	-13	-1	9	11
O=C(Nc1nc(-c2cccs2)cs1)c1cccc(S(=O)(=O)N2CCCCCC2)c1	3	-27	-0.78	-7	-9	-14	-1	11	12

Whole records, quoted from the list. Order of values: EphB4 ephrin blk | Plk1 PBD FP | Pyk2 oligo antag | cytoskel mod | PLK1 kinase inh | PTPN22 act | FAK blocker | Rev-RRE block | LYP inh 2
COc1ccc(N2C(=O)CCC(C(=O)N3CCCCCC3)C2c2ccc(OC)c(OC)c2)cc1 (stereo not given) reads -7 | 2 | -0.61 | 6 | 0 | 2 | 0 | 3 | -4
O=C(Nc1nc(-c2cccs2)cs1)c1cccc(S(=O)(=O)N2CCCCCC2)c1 reads 3 | -27 | -0.78 | -7 | -9 | -14 | -1 | 11 | 12

(more compounds)
SMILES	EphB4 ephrin blk	Plk1 PBD FP	Pyk2 oligo antag	cytoskel mod	PLK1 kinase inh	PTPN22 act	FAK blocker	Rev-RRE block	LYP inh 2
N=c1sccn1CC(=O)NCCc1ccc(Cl)cc1Cl	3	5	1.2	0	-10	8	1	-1	-7
O=C(CNC(=O)c1ccc(Br)o1)NCc1ccc2c(c1)OCO2	0	-15	0.57	30	-5	1	1	11	-3
OCCCCNCc1ccc(OCc2ccc(Cl)cc2Cl)cc1	6	16	-0.42	-2	-12	-8	3	-5	12
CCOC(=O)c1c(NC(=S)NC(=O)c2ccco2)sc2c1CCCC2	-1	-10	-0.12	-21	-12	3	-5	0	-2
COc1ccc2cc(C(c3nnnn3Cc3ccccc3)N3CCCCCC3)c(=O)[nH]c2c1 (stereo not given)	8	-12	0.92	.	-8	-6	0	12	5
Cc1ccc(-n2cnc3cc(NCc4cccs4)ccc32)cc1	0	-2	-1.5	5	3	-10	4	-3	8
O=S(=O)(Nc1nccs1)c1ccc(Cl)cc1	-8	25	0.3	1	-3	4	2	9	-3
CNC(=O)CSc1nnnn1-c1cc(C)ccc1C	3	8	-0.5	-12	-12	-7	0	2	8
Cc1cc(OCC(=O)N2CCOCC2)cc2oc(=O)c3ccccc3c12	-10	-9	-0.33	-17	-8	9	2	6	-7
COc1cccc(CN2C(=O)N(C(C)C)C(N(O)C(=O)NC(C)C)C2(C)C)c1OC (stereo not given)	-9	2	0.07	-26	-9	1	-4	-5	1
Cc1cccc(N(CC(O)CN(C)C)S(=O)(=O)c2ccccc2)c1 (stereo not given)	-4	-7	0.26	-1	6	-2	2	1	-1
Cc1cc(NC(=S)Nc2ccccc2)ccc1Br	-1	4	0.87	35	-12	-1	-1	5	4
CC(C)C(C)(C#N)NC(=O)CSc1ncnc2sc(-c3ccccc3)cc12 (stereo not given)	4	-3	-1.3	1	-5	3	4	1	-4
CC(C)=CC(=O)Nc1nnc(C)s1	0	-8	-0.75	1	-9	5	0	6	-5
CCC(Sc1ncnc2sc(C)c(C)c12)C(=O)OC (stereo not given)	2	-21	1.9	8	-15	2	1	6	0
COc1ccc(CNCCc2ccccc2)cc1OCC(N)=O	0	-10	0.9	-4	-4	-4	-2	-2	7
COc1ccc(C2C(C(=O)N3CCN(C)CC3)c3ccccc3C(=O)N2C2CCCCC2)cc1 (stereo not given)	2	3	-1.2	43	4	3	2	8	-4
C=CCNC(=S)NNC(=O)c1ccc(OCC)cc1	-1	-25	0.47	13	-11	-2	-5	-1	6
COc1cc(C=O)ccc1OCCOCCOc1cc(C)ccc1Cl	4	27	0.21	-17	-1	0	5	13	4
CCc1ccc2nc3nc(C)cc(C)c3c(N)c2c1	1	-20	-1.3	17	-19	8	-1	-2	-4
CCCOc1ccc(CN(CCO)CCO)cc1C(=O)OC	4	8	2.2	14	2	-2	5	5	2

Arranged by formula weight (lowest first): 3 of the compounds above
SMILES	EphB4 ephrin blk	Plk1 PBD FP	Pyk2 oligo antag	cytoskel mod	PLK1 kinase inh	PTPN22 act	FAK blocker	Rev-RRE block	LYP inh 2
CNC(=O)CSc1nnnn1-c1cc(C)ccc1C	3	8	-0.5	-12	-12	-7	0	2	8
C=CCNC(=S)NNC(=O)c1ccc(OCC)cc1	-1	-25	0.47	13	-11	-2	-5	-1	6
N=c1sccn1CC(=O)NCCc1ccc(Cl)cc1Cl	3	5	1.2	0	-10	8	1	-1	-7
